Rac1 wt modul – alters GTP binding to wildtype human Rac1. P63000. GST-Rac1 beads, fluorescent GTP binding, flow cytometry; actives lie on both sides; 0 = cold GTP competed, 100 = untreated. GTP binding activity (% of control), % at 10 µM. 0.27% of 190,000 active;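 active = GTP binding activity at least 20 points away from the 100% control level, either lower or higher; inconclusive = compound flagged as likely green fluorescent, judged across all proteins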
Rab2 wt GTP – changes GTP binding to wildtype dog Rab2A, up or down; GST-Rab2 wt beads, Bodipy-GTP binding, flow cytometry; GTP binding activity, % at 10 µM; 0.19% of 190,000 active; AID 760;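 active = GTP binding activity at least 20 points away from 100%, either lowered or raised; inconclusive = signal likely due to the compound's own green fluorescence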;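 note: 0% = beads with excess unlabeled GTP and 100% = no-compound control corrected for plate trend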
Cdc42 wt GTP – human Cdc42 wildtype GTP binding change, either direction. AID 761. 0.2% of 190,000 active. percent activity (GTP binding), % at 10 µM. GST-Cdc42 beads, Bodipy-GTP binding, flow cytometry; actives lie on both sides;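 active = percent activity GTP binding at least 20 points away from the 100% baseline, either down as inhibitor or up as activator; inconclusive = compound flagged as likely green fluorescent from well-wide comparison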;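 note: median bead fluorescence of bound Bodipy-FL-GTP at 100 nM; 0% = excess unlabeled GTP control and 100% = no compound control; below 100% means less GTP binding so inhibitor and above means activator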
Target sequence (P60953 whole entry, looked up): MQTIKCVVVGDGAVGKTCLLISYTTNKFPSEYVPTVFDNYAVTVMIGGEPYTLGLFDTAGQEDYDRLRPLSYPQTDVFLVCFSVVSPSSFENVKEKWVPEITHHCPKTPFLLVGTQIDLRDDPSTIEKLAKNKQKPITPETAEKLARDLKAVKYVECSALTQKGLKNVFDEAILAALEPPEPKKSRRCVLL
Mcl1 Noxa PPI – disrupts binding of human Mcl-1 to Noxa peptide | TR-FRET Mcl-1/Noxa peptide binding, 2 h | 1.5% of 220,000 active | AID 1022 | Q07820 | inhibition, % at 21.7 µM;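 active = compounds that cut the protein-peptide binding signal by more than 50% relative to plate controls in a single-dose test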;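 note: His-tagged Mcl-1 with rhodamine Noxa BH3 peptide and terbium anti-His antibody; 0% = Mcl-1 plus Noxa peptide wells and 100% = peptide-only wells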
Target sequence (Q07820 whole entry, looked up): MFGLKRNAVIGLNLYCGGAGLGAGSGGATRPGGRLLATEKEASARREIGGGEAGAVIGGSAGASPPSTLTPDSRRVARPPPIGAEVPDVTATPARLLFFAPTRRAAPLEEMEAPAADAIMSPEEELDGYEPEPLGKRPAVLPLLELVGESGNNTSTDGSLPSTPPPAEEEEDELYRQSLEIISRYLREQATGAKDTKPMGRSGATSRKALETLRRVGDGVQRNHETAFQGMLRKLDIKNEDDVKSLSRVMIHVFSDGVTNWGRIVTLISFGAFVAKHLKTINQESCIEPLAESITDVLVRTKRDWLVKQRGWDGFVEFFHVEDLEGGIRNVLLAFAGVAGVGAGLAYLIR
HRas wt GTP – modulators of GTP binding to human HRas wildtype. GST-Ras wt beads, Bodipy-FL-GTP binding, flow cytometry; actives lie on both sides. AID 759. GTP binding activity, % at 10 µM. P01112. 0.14% of 190,000 active;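 active = GTP binding activity at least 20% away from the 100% baseline, either lowered as inhibitor or raised as activator; inconclusive = flagged as likely green fluorescent, judged across all proteins in the well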;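 note: 0% = unlabeled GTP competition control and 100% = no-compound control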
Target sequence (P01112 whole entry, looked up): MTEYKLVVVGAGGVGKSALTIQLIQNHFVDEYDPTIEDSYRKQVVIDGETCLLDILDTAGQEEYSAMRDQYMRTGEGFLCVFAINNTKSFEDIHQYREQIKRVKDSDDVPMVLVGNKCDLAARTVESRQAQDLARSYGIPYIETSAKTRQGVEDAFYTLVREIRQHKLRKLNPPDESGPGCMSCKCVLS
Rac1 act GTP bind – modulators of GTP binding to human Rac1 activated mutant | P63000 | GST-Rac1 activated beads, fluorescent GTP binding, flow cytometry; actives lie on both sides; 100% means binding = to untreated wells | percent activity (GTP binding), % at 10 µM | 0.11% of 190,000 active | AID 764;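 active = GTP binding at least 20 percentage points away from the 100% baseline, in either direction, so actives lie on both sides; inconclusive = Compound likely fluorescent itself, or too few beads counted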
Mcl-1 Bim block – disrupts Bim peptide binding to human Mcl-1. Q07820. Bead-based flow cytometry, Bim peptide-Mcl-1 binding. inhibition, % at 10 µM. 0.1% of 190,000 active. AID 1009; in the data active = inhibition above about 40%;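 note: 0% = no compound tracer wells and 100% = peptide blocker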
Rab7 wt modul – dog Rab7 wildtype GTP binding, inhibitors and activators | 0.055% of 190,000 active | GTP binding activity (percent of control), % at 10 µM | GST-Rab7 beads, fluorescent GTP binding, flow cytometry; actives lie on both sides; untreated = 100%, excess cold GTP = 0% | AID 758;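 active = fluorescent GTP binding to Rab7 beads changed by at least 20 points from the 100% baseline, either direction, mostly lower; inconclusive = compound itself probably fluorescent, or too few beads counted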;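 note: median green fluorescence of bound Bodipy-FL-GTP per Rab7 bead population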
Pf gamet viab – P. falciparum stage V gametocyte viability inhibition | 0.065% of 150,000 active | AID 743093 | P. falciparum stage V gametocytes, ATP luminescence, 24 h | inhibition, % at 10.9 µM;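 active = inhibition above the mean plus 3 SD of compounds within the control limits, set per campaign, cut at about 38% in these data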;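 note: 0% = DMSO wells and 100% = medium only without gametocytes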
Mcl1 Bid PPI – Mcl-1/Bid interaction inhibition; 0.97% of 220,000 active; TR-FRET Mcl-1/Bid-Dy647 peptide binding, 1536-well; inhibition, % at 21.7 µM; AID 1021;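 active = compounds that cut the binding signal by more than half at the single screening dose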;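 note: His-tagged Mcl-1 with europium anti-His antibody binding Bid BH3 peptide; 0% = Mcl-1 plus peptide wells and 100% = peptide-only wells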
Avidin bead fluor – avidin bead compound fluorescence profile; Avidin beads, compound fluorescence 488/530 nm, flow cytometry; stronger effect = higher value; fluorescence (KMESF) at 10 µM; 0.38% of 220,000 active; AID 1775; in the data active = fluorescence above about 47; note: inactives centre near 10
Numbers without * were called inactive; ? = inconclusive; / = no result given. This is a random part of the collection, and some 2.7% of all compounds hit somewhere here.

SMILES | Rac1 wt modul | Rab2 wt GTP | Cdc42 wt GTP | Mcl1 Noxa PPI | HRas wt GTP | Rac1 act GTP bind | Mcl-1 Bim block | Rab7 wt modul | Pf gamet viab | Mcl1 Bid PPI | Avidin bead fluor
O=C(NCC1CCCO1)c1ccc(Oc2ccc([N+](=O)[O-])cc2Cl)cc1 (centres undefined) | 94 | 96 | 92 | 4 | 94 | 94 | -1 | 93 | 1 | -8 | 9
O=C(OCC(=O)N1CCCC1)c1ccc(OC(F)(F)F)cc1 | 102 | 100 | 98 | -4 | 98 | 96 | -2 | 106 | -6 | -16 | 12
CO/N=C/NC(=O)c1c(OC)ccnc1Oc1ccccc1 | 97 | 93 | 90 | 7 | 95 | 93 | 0 | 97 | / | 7 | 9
Cn1nnnc1SCc1ccc(CSc2nnnn2C)cc1 | 102 | 95 | 94 | 11 | 95 | 95 | 1 | 94 | -16 | -18 | 7
CN1CCN(C(=O)N2CCNC2=O)CC1 | 96 | 97 | 100 | / | 100 | 97 | -3 | 98 | -39 | 2 | 10
CCOc1ccccc1N1CCN(C(=S)Nc2ccc(S(N)(=O)=O)cc2)CC1 | 103 | 99 | 99 | 3 | 100 | 101 | -6 | 100 | -2 | -63 | 15
CCc1ccc(CC(=S)N2CCOCC2)cc1 | 95 | 95 | 92 | -7 | 96 | 92 | 0 | 100 | 2 | -11 | 11
CCCC(=O)NC(c1ccc2c(c1)OCO2)c1cc(Cl)c2cccnc2c1O (centres undefined) | 102 | 98 | 97 | -60 | 98 | 97 | 1 | 101 | / | -54 | 4
Cn1c(=O)[nH]c(=O)c2c1nc(SCCO)n2CC(O)COc1ccccc1 (centres undefined) | 96 | 95 | 96 | 38 | 96 | 95 | -6 | 94 | 12 | 10 | 6
CCCCNC(=O)CO/N=C(\C)c1cc2ccccc2o1 | 101 | 102 | 97 | 14 | 101 | 101 | 4 | 96 | 3 | -2 | 7
CC1CC(C)CN(C(=O)c2ccc3c(=O)n(Cc4ccc5c(c4)OCO5)c(=S)[nH]c3c2)C1 (centres undefined) | 105 | 98 | 101 | 1 | 99 | 97 | -4 | 100 | 18 | -5 | 27
N#CC1=C(C=Nc2ccccc2O)CCC1 | 104 | 101 | 100 | 11 | 101 | 97 | -5 | 101 | / | -12 | 25
O=C(CSc1ncn[nH]1)Nc1ccc2c(c1)CCC2 | 103 | 99 | 98 | -2 | 100 | 98 | -6 | 93 | -5 | -13 | 2
CCC(Sc1nc(=O)cc(N)n1-c1cccc(C)c1)C(=O)Nc1cc(C)on1 (centres undefined) | 91 | 93 | 96 | / | 94 | 92 | -6 | 96 | / | -11 | 11
O=S(=O)(Cc1ccccc1)c1cnc2ccccc2n1 | 107 | 101 | 103 | -5 | 101 | 101 | -7 | 99 | / | 23 | 25
C=CCc1c(C)nc(-c2ccccc2)nc1Nc1ccccc1O | 102 | 101 | 101 | 14 | 100 | 101 | -2 | 98 | 3 | -10 | 13
Cc1ccc(Cn2nnnc2CN2CCC(NC(=O)c3ccc(Br)cc3)CC2)cc1 | 102 | 97 | 94 | 3 | 100 | 97 | 0 | 101 | 5 | -9 | 6
Cn1c(=O)[nH]c(=O)c2[nH]c(NCCCN3CCOCC3)nc21 | 105 | 101 | 101 | 0 | 101 | 99 | 0 | 101 | 13 | -27 | 48*
O=C(CCCN1C(=O)c2cccc3cccc(c23)C1=O)N1CCN(c2ccc(F)cc2)CC1 | ? | ? | ? | 9 | ? | ? | 0 | ? | -14 | -5 | 7
CCOc1ccc(N(C(C)C(=O)NC2CCCCCC2)S(C)(=O)=O)cc1 (centres undefined) | 105 | 101 | 106 | 8 | 103 | 100 | -3 | 99 | / | 2 | 10
COc1ccc(NC(=O)c2cc(OC)c(OC)c(OC)c2Br)cc1OC | 102 | 100 | 100 | -4 | 100 | 102 | -3 | 102 | -1 | -6 | 8
CC1CCCN(C(=O)CSc2nnc3n(C4CCCC4)c(=O)c4ccccc4n23)C1 (centres undefined) | 96 | 98 | 97 | -4 | 101 | 96 | 0 | 102 | 32 | -34 | 10
COc1cc(CNCCc2ccccc2F)ccc1OCC(=O)N1CCCCC1 | 99 | 102 | 97 | 15 | 100 | 97 | -2 | 105 | 25 | -8 | 9
COC(=O)Cn1nc(-c2ccccc2)n(-c2ccccc2)c1=S | 96 | 95 | 96 | 12 | 98 | 97 | 0 | 91 | / | 10 | 15
O=C(COC(=O)c1cnccn1)NCc1ccc2c(c1)OCO2 | 103 | 99 | 96 | 22 | 99 | 96 | 0 | 103 | 15 | -18 | 10
Cc1nnc(SCC(=O)Nc2ccc3c(c2)OCCO3)n1CC1CCCO1 (centres undefined) | 102 | 98 | 96 | 5 | 97 | 96 | -1 | 96 | / | -1 | 17
O=C(CCN1CCN(C/C=C/c2ccccc2)CC1)Nc1ccc(Cl)cc1 | 106 | 101 | 101 | 18 | 101 | 97 | 4 | 100 | 1 | -2 | 10
CC1CN(S(=O)(=O)c2cccs2)CC(C)O1 (centres undefined) | 104 | 102 | 104 | 1 | 102 | 101 | -2 | 104 | -12 | -19 | 7
O=C(CC1CCCC1)Nc1ccc2c(c1)CCC2 | 103 | 103 | 102 | -25 | 103 | 100 | 2 | 101 | -3 | -5 | 38
O=C(CNC(=O)c1ccccc1)N/N=C/c1cc(Br)ccc1O | 102 | 99 | 101 | 7 | 103 | 102 | -1 | 104 | -20 | -8 | 14

Avidin bead fluor: hit marks shown above
SMILES	Rac1 wt modul	Rab2 wt GTP	Cdc42 wt GTP	Mcl1 Noxa PPI	HRas wt GTP	Rac1 act GTP bind	Mcl-1 Bim block	Rab7 wt modul	Mcl1 Bid PPI	Avidin bead fluor
Cn1c(=O)[nH]c(=O)c2[nH]c(NCCCN3CCOCC3)nc21	105	101	101	0	101	99	0	101	-27	48*

Continued:
SMILES | Rac1 wt modul | Rab2 wt GTP | Cdc42 wt GTP | Mcl1 Noxa PPI | HRas wt GTP | Rac1 act GTP bind | Mcl-1 Bim block | Rab7 wt modul | Pf gamet viab | Mcl1 Bid PPI | Avidin bead fluor
Nc1[nH][nH]c(=O)c1N=Nc1ccc2c(c1)OCO2 | 95 | 96 | 95 | 35 | 97 | 94 | 0 | 100 | / | -50 | 27
COCCCNC(=O)CCn1c(=O)c2ccccc2n(CC(=O)NCCC2=CCCCC2)c1=O | 104 | 100 | 104 | 9 | 103 | 103 | -1 | 104 | -2 | -22 | 11
CCOC(=O)N1CCc2c(sc3c2c(=O)n(Cc2ccccc2)c(=O)n3Cc2ccccc2F)C1 | 107 | 97 | 102 | -2 | 100 | 98 | -4 | 97 | / | -2 | 6
N=C(c1ccc([N+](=O)[O-])cc1)N1CCCCCC1 | 100 | 100 | 94 | 3 | 98 | 96 | 3 | 106 | / | -20 | 8
CCC(C(=O)Nc1sc(C(N)=O)c(C)c1C(=O)OC)c1ccccc1 (centres undefined) | ? | ? | ? | -4 | ? | ? | 0 | ? | / | 0 | 8
CC(CN1CCOCC1)c1ccccc1 (centres undefined) | 104 | 102 | 104 | 4 | 102 | 99 | 0 | 100 | 11 | -3 | 9
CC(C)CNC(=O)COC(=O)CNC(=O)c1cc(Cl)cc([N+](=O)[O-])c1 | ? | ? | ? | -3 | ? | ? | 0 | ? | 5 | -2 | 4
COc1ccc(CCn2c(-c3ccco3)nc3ccccc3c2=O)cc1OC | 108 | 103 | 105 | -1 | 103 | 102 | -1 | 106 | / | -3 | 39
O=C(Cc1ccc(-n2c(=O)[nH]c3ccsc3c2=O)cc1)NCc1cccnc1 | 101 | 99 | 99 | -1 | 100 | 100 | 0 | 100 | 18 | -36 | 18
COc1ccc(CC(=O)N2CCN(C(=O)c3ccco3)CC2)cc1 | 100 | 97 | 99 | 11 | 98 | 98 | -2 | 96 | -3 | -3 | 30
COc1cccc(NC(=O)Nc2cc(C(=O)O)ccc2C)c1 | 100 | 98 | 99 | 12 | 97 | 94 | 0 | 101 | / | -4 | 12
CCC(C)(C)NC(=O)C(C)OC(=O)c1nsc(Cl)c1Cl (centres undefined) | 112 | 103 | 104 | -9 | 105 | 102 | -2 | 102 | / | -3 | /
Cc1ccc(OCC(=O)N/N=C/c2cc([N+](=O)[O-])ccc2N2CCCCC2)cc1 | 100 | 98 | 98 | 8 | 98 | 98 | -5 | 95 | 10 | -10 | 5
CN(C)c1ccc(C(CNC(=O)c2ccccc2)c2c[nH]c3ccccc23)cc1 (centres undefined) | 106 | 103 | 105 | 68* | 102 | 99 | -2 | 101 | 5 | -1 | 3
CCOc1ccccc1Cn1c(=O)oc2ccc(C)cc21 | 108 | 98 | 104 | 8 | 102 | 98 | 2 | 99 | -20 | 8 | 9
CC1(C)CC(=O)C(Sc2ccc(Br)cc2)=C(O)C1 | 97 | 94 | 92 | 9 | 92 | 96 | 0 | 95 | -1 | -20 | 24
COc1ccc(-c2nnc(SCC(=O)NC(C)c3ccccc3)o2)cc1 (centres undefined) | 102 | 99 | 97 | 2 | 102 | 97 | -1 | 100 | / | 2 | 9
Cc1nnc(SCC(=O)NNC(=O)c2ccccc2)n1-c1ccccc1 | 101 | 99 | 102 | 18 | 99 | 99 | 1 | 98 | -28 | -23 | 9
O=C1CC(=O)CC(c2ccco2)C1 | 102 | 102 | 99 | 11 | 99 | 97 | 2 | 102 | -2 | -8 | 31
Cc1ccc(NC(=O)CSc2ncc(S(=O)(=O)c3ccccc3)c(=O)[nH]2)cc1C | 98 | 96 | 97 | 3 | 96 | 96 | -5 | 96 | / | 10 | 13
COC(=O)[C@@]1(Cc2ccc(OC)cc2)[C@H]2c3cc(C(=O)N(C)C)[nH]c3C[C@H]2CN1C(=O)c1ccccc1 | 104 | 104 | 102 | 6 | 103 | 100 | -1 | 103 | / | -11 | 8
CC1CCC(C(=O)NC(C(=O)N2CCc3ccccc3C2)C(C)C)CC1 (centres undefined) | 99 | 97 | 97 | -1 | 96 | 98 | 1 | 95 | / | -6 | 2
CCc1nc2ccccc2c(C(=O)OCC(=O)Nc2ccc(S(=O)(=O)N3CCOCC3)cc2)c1C | 97 | 96 | 96 | 0 | 98 | 97 | -11 | 97 | 4 | -4 | 15
COc1cccc(/C=C(/C#N)c2ccc(F)cc2)c1OCc1cccc(C(=O)O)c1 | 98 | 97 | 96 | 15 | 99 | 96 | -3 | 95 | / | -28 | 14
C/C(Cn1cnc([N+](=O)[O-])n1)=N\NC(=O)c1ccc(F)cc1 | 96 | 95 | 98 | 7 | 96 | 92 | -3 | 93 | / | -9 | 6
CSCCC(NC(=O)c1ccccc1Br)C(=O)N1CCC(C)CC1 (centres undefined) | 97 | 100 | 101 | 21 | 98 | 96 | -9 | 99 | 0 | -30 | 36

Screening results deposited in PubChem by several laboratories.
